Bioassay records (PubChem)
FLuc modulator: inhibits or activates purified firefly luciferase, miR-21 counter-screen; P08659; purified FLuc, Km substrates, luminescence inhibition; Potency, µM (doses to about 57.5 µM), for the others: top-dose activity change, negative = inhibition, most hits filed as inhibitors; 360,000 compounds, 6.9% hits;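 also: potency is read from the fitted curve at half-maximal effect; plate controls were vehicle for no effect and reference inhibitor for full effect; nearly all actives have a fitted effect of over 55% in size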
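Purified P. pyralis luciferase, 10 nM final, with Km-level 10 uM D-luciferin and 10 uM ATP in 50 mM Tris acetate pH 7.5, 10 mM Mg acetate, 0.01% Tween-20, 0.05% BSA; 6-point qHTS titration about 60 µM downward; luminescence read.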
Rab9 promoter act: Rab9 promoter activation | Huh7 Rab9 promoter-luciferase reporter, luminescence, 24 h | Potency, µM (series often up to 9.22 µM), for inactives: at the top dose activation, negative = inhibition, usual class: activators | 320,000 compounds, 2.8% hits | AID 485297; also: potency is read from the fitted curve at half-maximal effect; % of control where 0% means no effect; nearly all actives have a fitted effect of over 60% in size
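Measured in stably transfected Huh7 cells bearing a Rab9 promoter–luciferase construct: 24 h compound treatment at 37 °C, followed by luminescence detection.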
Menin-MLL TR inh: inhibitors of human menin-MLL interaction, mutant MLL peptide | 270,000 compounds, 0.23% hits | Potency, µM (doses to about 61.6 µM), for the others: at the highest dose FP activity change, negative = inhibition, hits mostly inhibitors | Menin + Texas Red MLL mutant peptide, fluorescence polarization | AID 1768; active = well fitted inhibition curve with a large enough effect in the polarisation, with a control signal flat, not every such curve was filed as active; inconclusive = small, poorly fitted or top-dose-only effect, or effect the other way, or a change in a side signal; inactive = no such curve, though single readings can be large or run the other way; the % refers to the polarisation; also: potency is read from the fitted curve at half-maximal effect; % of control where 0% means no effect; many of its hits are not listed in these tables
Gal4-VP16 FLuc: inhibits Gal4-VP16 luciferase reporter, ROR gamma counter-screen | Drosophila S2 Gal4-VP16 UAS-luciferase, luminescence, 20 h | AID 2546 | Potency, µM (doses to about 53.6 µM), for inactives: at the top dose activity, negative = inhibition, actives largely listed as inhibitors | 310,000 compounds, 3.5% hits;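 also: Gal4-VP16 expression switched on by copper sulfate through the metallothionein promoter; potency is read from the fitted curve at half-maximal effect; % is scaled to controls: 0 for no effect and ±100 for the full control effect; nearly all actives have a fitted effect of over 50% in size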
RORgamma inh: ROR gamma (mouse) transcription inhibition. P51450. Drosophila S2 Gal4-RORgamma UAS-luciferase reporter, 20 h. Potency, µM (highest dose often 53.6 µM), for the others: at the highest dose activity change, negative = inhibition, hits mostly inhibitors. 310,000 compounds, 5.4% hits; also: potency is read from the fitted curve at half-maximal effect; % is scaled to controls: 0 for no effect and ±100 for the full control effect; nearly all actives have a fitted effect of over 60% in size
Target sequence (P51450 whole entry, looked up, the tested form may be a part): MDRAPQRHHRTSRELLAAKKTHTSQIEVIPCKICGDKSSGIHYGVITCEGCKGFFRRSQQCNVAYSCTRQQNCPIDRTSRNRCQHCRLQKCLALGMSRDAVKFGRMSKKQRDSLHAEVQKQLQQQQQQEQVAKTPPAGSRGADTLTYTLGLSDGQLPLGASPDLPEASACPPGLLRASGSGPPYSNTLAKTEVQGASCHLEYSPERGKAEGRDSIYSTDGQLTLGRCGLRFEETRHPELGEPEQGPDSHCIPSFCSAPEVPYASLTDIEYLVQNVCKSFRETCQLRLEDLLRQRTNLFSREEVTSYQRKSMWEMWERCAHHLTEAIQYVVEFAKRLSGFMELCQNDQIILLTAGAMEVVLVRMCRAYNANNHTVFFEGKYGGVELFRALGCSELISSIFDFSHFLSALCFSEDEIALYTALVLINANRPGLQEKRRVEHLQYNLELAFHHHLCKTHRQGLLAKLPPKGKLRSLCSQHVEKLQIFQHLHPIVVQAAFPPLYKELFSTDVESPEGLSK
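Read-out: Photinus luciferase luminescence; inhibitors lower reporter signal. Insect Schneider cells with Gal4-ROR gamma fusion under metallothionein promoter, UAS reporter; 700 uM final copper sulfate induction, 20 hr, ambient temperature.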
Giardia kill: kills Giardia lamblia. Giardia lamblia trophozoite viability. 340,000 compounds, 0.15% hits. activity change, % at 7.66 µM, hits read low; in the data active = activity change below about -80%; inconclusive = between about -30% and that limit;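 also: parasites exposed to compound for two days anaerobically before the ATP read; % is scaled to controls: 0 for no effect and ±100 for the full control effect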
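Trophozoite viability was measured as ATP-dependent luminescence, read 15-30 min after reagent addition. Before that, parasites at 100 cells/well were exposed to compounds for 48 h, anaerobically, at 37 deg C.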
p53 reactivation: mutant p53 re-activation in reporter cells; H1299 p53-A138V BP100-luciferase reporter, luminescence, 24 h; 320,000 compounds, 0.063% hits; Potency, µM (series often up to 92.2 µM), for the others: top-dose activity change, positive = activation, actives largely listed as activators; also: potency is read from the fitted curve at half-maximal effect; % of control where 0% means no effect; nearly all actives have a fitted effect of over 45% in size
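H1299 (p53-null), stable ts p53-A138V + BP100-Luc; 1000 cells/well, Opti-MEM/10% FBS; cpd 4 pt, 1:5; 24 h, 37 deg C, 5% CO2; detection reagent 10 min RT; luminescence.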
PKM2 activator: PKM2 (human) enzyme activation; P14618; Potency, µM (highest dose often 57.5 µM), for the others: at the highest dose activation, hits mostly activators; purified PKM2, Kinase-Glo ATP luminescence, activation; response scale: 0% is enzyme alone, no compound; 260,000 compounds, 0.34% hits; also: potency is read from the fitted curve at half-maximal effect; % is scaled to controls: 0 for no effect and ±100 for the full control effect; nearly all actives have a fitted effect of over 55% in size
Target sequence (P14618 whole entry, looked up): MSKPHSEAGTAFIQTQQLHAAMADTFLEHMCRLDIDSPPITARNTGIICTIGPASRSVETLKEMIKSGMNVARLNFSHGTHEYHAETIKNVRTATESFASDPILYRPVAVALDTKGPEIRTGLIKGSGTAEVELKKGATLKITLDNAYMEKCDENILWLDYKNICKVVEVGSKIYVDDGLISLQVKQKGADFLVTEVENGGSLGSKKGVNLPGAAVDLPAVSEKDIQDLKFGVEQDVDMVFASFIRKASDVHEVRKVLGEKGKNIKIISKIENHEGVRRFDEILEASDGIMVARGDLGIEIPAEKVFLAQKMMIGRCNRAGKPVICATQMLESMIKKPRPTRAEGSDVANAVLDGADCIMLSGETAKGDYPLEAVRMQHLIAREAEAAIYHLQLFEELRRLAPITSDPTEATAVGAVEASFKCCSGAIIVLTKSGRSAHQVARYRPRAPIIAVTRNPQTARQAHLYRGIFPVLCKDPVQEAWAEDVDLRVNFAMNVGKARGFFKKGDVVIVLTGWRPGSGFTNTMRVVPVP
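Purified hPK-M2 (>95% pure) converted ADP (0.1 mM final) to ATP with 0.5 mM PEP in 50 mM imidazole pH7.2, KCl, MgCl2, Tween 20, BSA; 1 h at room temperature. ATP detected by Kinase-Glo luminescence.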
ELG1 genotox: genotoxicity induction in ELG1-luciferase HEK293T cells; HEK293T ELG1-luciferase reporter, luminescence, 16 h; Potency, µM (highest dose often 46 µM), without a hit: at the highest dose activity change, positive = activation, usual class: activators; 330,000 compounds, 1.3% hits; also: potency is read from the fitted curve at half-maximal effect; % of control where 0% means no effect; nearly all actives have a fitted effect of over 60% in size
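Step 1: seed 2,000 HEK293T ELG1-luciferase cells per well. Step 2: add compound or DMSO, incubate 16 hr at 37 °C. Step 3: ONE-Glo, 30 min at room temperature, read luminescence.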
NPC1 promoter act: activators of NPC1 promoter; Huh7 NPC1 promoter luciferase reporter, 24 h; Potency, µM (top dose mostly 9.22 µM), for inactives: at the highest dose activation, most hits filed as activators; 320,000 compounds, 2.4% hits; AID 485313;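 also: potency is read from the fitted curve at half-maximal effect; % of control where 0% means no effect; nearly all actives have a fitted effect of over 60% in size; reporter is driven by a mutant NPC1 promoter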
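Cells: Huh7 expressing luciferase under the NPC1 promoter, 1500/well. Seeded 2 h, compound added, incubated 24 h at 37 °C. Luciferase reagent, 10 min ambient, then luminescence.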
BRCA1 expr act: activators of BRCA1 expression; MCF7-BRCA1-FFLuc reporter, luminescence, 48 h; response scale: scaled: vehicle 0%, 10 µM genistein 100%; Potency, µM (doses to about 46.1 µM), for the others: at the top dose activation, usual class: activators; 380,000 compounds, 1.1% hits; AID 624202; also: potency is read from the fitted curve at half-maximal effect; nearly all actives have a fitted effect of over 80% in size; some results filed as inactive show a strong effect at the top dose
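Luminescence from a BRCA1-driven firefly luciferase in MCF7 cells was the read-out, taken 15 min after substrate addition following 48 h compound exposure at 37 °C. Data were normalized to a 10 microM genistein control and DMSO vehicle.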
Starred values were filed as active, the others as inactive; ? = inconclusive; nt = no result given; & = joins results of further samples; [ ] = another dose, or the depositor's remark. Unless noted, calls follow the shape of the dose curve; as a rule, active = well fitted curve in the direction sought with a large enough effect; inconclusive = small, poorly fitted or top-dose-only effect, or another doubt; inactive = no such curve, though single readings can be large; an effect the other way counts as inactive or inconclusive. The list is partial; the hit share may differ from the screen's.

Molecule | Gal4-VP16 FLuc | RORgamma inh | Giardia kill | Menin-MLL TR inh | NPC1 promoter act | p53 reactivation | BRCA1 expr act | ELG1 genotox | FLuc modulator | Rab9 promoter act | PKM2 activator
CCCCCCc1cc2cc(-c3nnc(-c4ccccc4OC)o3)c(=O)oc2cc1O | ? | 22% | 8 | nt | -1% | -3% | -82%[inhibitor] | -18% | ? | 2% | 1%
COc1ccc(N(C(=O)c2ccncc2)S(=O)(=O)c2ccccc2)cc1 | 0% | -21% | 13 | nt | -2% | 1% | -20% | 2% | 0% | 4% | 1%
N#Cc1ccc(OCC(=O)Nc2cc(S(=O)(=O)N3CCOCC3)ccc2N2CCOCC2)cc1 | 5% | 21% | 27 | nt | -4% | 1% | -2% | -7% | ? | 0% | -3%
O=C(O)c1c(F)c(F)cc2ccccc12 | 2% | 11% | -4 | 18% | 4% | -2% | 13% | 0% | -6% | 1% | 5%
O=c1c2ccccc2nc2sc(Nc3ccc(F)cc3)nn12 | nt | nt | -18 | nt | 2µM* | ? | 68% | 10µM* | ? | ? | nt
CCOc1cc(N2CCOCC2)c(OCC)cc1NC(=O)CN1CCN(Cc2ccc3c(c2)OCO3)CC1 | -1% | 1% | 5 | -18% | -9% | 0% | 0% | -4% | -1% | -4% | 0%
Cc1ccsc1C(C(=O)NCc1ccccc1)N(C(=O)c1csnn1)c1ccccc1 (configuration not stated) | -16% | -22% | 0 | -19% | -7% | 5% | -27% | 4% | -2% | -3% | 0%
Clc1ccc(Nc2nc(NCCN3CCOCC3)nc(N3CCOCC3)n2)cc1 | -3% | -4% | 4 | -4% | -5% | -25% | -35% | -3% | 2% | -5% | -10%
CCOC(=O)c1cnc2oc3ccccc3n2c1=O | 2% | ? | 5 | -6% | 6% | 24% | -4% | -1% | ? | 5% | -9%
CN1CCN(NC(=O)/C=C/c2cccc([N+](=O)[O-])c2)CC1 | 6% | 19% | -5 | 3% | 1% | 0% | 7% | 0% | -2% | 4% | nt
NC(=O)C1CCN(CC(=O)Nc2cc(Cl)ccc2Oc2ccccc2)CC1 | 8% | 37% | 2 | 1% | 0% | -3% | -1% | -5% | -2% | -1% | 1%
Cc1cc(=O)[nH]c(=S)[nH]1 | 2%&-2%&3% | 18%&32%&7% | -26 | 4%&3% | -3% | 1% | -9% | 4% | 5% | 0% | -1%
Cc1cc(C)nc(-n2ncc3c2CC(C)CC3=O)n1 (configuration not stated) | -2% | -5% | -18 | nt | -5% | 1% | 2% | -5% | -1% | -6% | 22%
Cc1ccc(S(=O)(=O)NCC(=O)OCc2csc(-c3ccccc3)n2)cc1 | 16% | 11%[10 µM] | 12 | -6% | 8% | 4% | 61% | 7% | ? | 12% | 1%
COc1cccc(OCc2nn[nH]n2)c1 | -19% | -19% | -5 | -18% | -2% | -3% | -26% | -1% | -19% | -2% | 0%
CC(C)C(NC(=O)c1ccc(Br)cc1)C(=O)NC1=NCCS1 (configuration not stated) | 7% | -2% | 0 | -8% | -3% | 12% | -17% | -2% | 0% | 1% | -4%
Cc1cc2c(cc1S(=O)(=O)Nc1cccc(C)c1C)n(C)c(=O)c(=O)n2C | -21% | ? | -30 | -3% | -4% | nt | -12% | 1% | -1% | -2% | 0.5µM*
CC1CCN(c2nc3c(c(=O)[nH]c(=O)n3C)n2Cc2ccccc2Cl)CC1 | 9% | ? | -4 | -18% | -3% | -1% | -2% | 1% | -2% | -1% | 2%
CCNC(=O)COc1cc(C)c(Br)c(C)c1 | 17% | 1% | 8 | -26% | -7% | -1% | 0% | 2% | 3% | -8% | -1%
COc1ccc(NC(=S)N2CCN(C(c3ccccc3)c3ccccc3)CC2)c(OC)c1 | ? | 5µM* | -6 | 2% | -6% | -1% | -35% | -3% | 1% | 0% | -4%
Cc1nn(C)c(Oc2ccc(Cl)cc2)c1C=O | -3% | -6% | 1 | 1% | -5% | -4% | 6% | -11% | 2% | 0% | -8%
Cn1c(C(=O)N2CCN(Cc3ccccc3)CC2)cc2c(=O)n(C)c3ccccc3c21 | -10% | 1% | -10 | -14% | -1% | 2% | -17% | -3% | 2% | 4% | 4%
CCOc1ccc(N2CC(C(=O)Nc3cccc(S(=O)(=O)N4CCCCC4)c3)CC2=O)cc1 (configuration not stated) | -8% | ? | -1 | 22% | -9% | -3% | -11% | -10% | -13% | -4% | 0%
Cc1cc(NCc2ccccc2Cl)n2nnnc2n1 | nt | 27%[0.365 µM] | 8 | ? | -3% | -23% | -8% | -3% | -3% | -3% | 5%
COc1ccc(-n2c(C(C)(C)C)csc2=Nc2c(C)n(C)n(-c3ccccc3)c2=O)cc1 | -2% | 4% | 24 | -7% | -2% | 4% | 19% | 0% | 4% | 5% | 4%
CN1C(=O)/C(=C/C=C2\SCCN2C)N(C)C1=S | 0% | 12% | -14 | ? | 3.2µM* | 22% | ? | 15µM* | 17µM* | 2.5µM* | -11%
Cc1ccc2c(c1)c1nnc(SCC(=O)Nc3cccc(Cl)c3C)nc1n2CC(=O)O | 2% | 0% | 5 | 9% | -12% | -11% | -1% | -1% | -13% | -1% | 2%
COc1ccc2cc[nH]c2c1 | 1%[10 µM] | 15% | 38[activator] | ? | 0% | -1% | -11% | 4% | -5% | -4% | 0%
CCC(=O)N(Cc1cc2c(C)cc(C)cc2[nH]c1=O)C1CCCCC1 | -6% | 44% | 7 | -10% | 11% | -1% | -26% | 15% | 8% | 3% | 1%
CCOc1c2ccc(C(=O)NCc3cc(C(F)(F)F)cc(C(F)(F)F)c3)cc2nn1C | ? | ? | 31[activator] | -1% | -4% | -7% | 1% | 2% | 8% | -2% | -2%
Nc1nc(-c2ccc(Br)s2)c(Br)s1 | 0% | ? | -16 | ? | 10% | ? | 60% | ? | ? | 12% | -11%
CC(=O)c1sc(NC(=O)CCS(=O)(=O)c2ccccc2)nc1C | ? | 13µM* | 17 | 2% | 0% | -34%[inhibitor] | -69% | 9% | ? | 18% | -4%
Cc1ccc(C(=O)Oc2ccc3c(c2)ncn3C)cc1 | 3% | 1% | -5 | nt | 4% | 19% | 0% | 5% | 3µM* | -16% | -13%
Cc1csc(C2=C(O)CN(CCc3ccccc3)C2=N)n1 | -3% | -17% | 3 | -1% | 2% | -2% | -18% | 7% | 2% | -8% | -10%
CCOC(=O)N1CCN(C(=O)COC(=O)CSc2cc(C)c(Br)cc2C)CC1 | nt | nt | 6 | nt | -1% | -10% | -4% | -1% | 2% | -2% | nt
ClC1(Cl)CC1CSc1nc2ccccc2[nH]1 (configuration not stated) | -4% | ? | 8 | 12% | ? | ? | ? | 17% | 17µM* | ? | nt
CCc1cccc(C)c1NC(=O)C1CC(=O)N(C2CCCC2)C1 (configuration not stated) | nt | nt | 8 | nt | 1% | -9% | 0% | -3% | nt | 2% | nt
Cc1nc2nc(CCNS(=O)(=O)c3ccc(Cl)cc3)cn2nc1C | 1% | -10% | ? | -3% | -2% | -3% | 0% | -2%[9.26 µM] | -1% | -2% | nt
CCc1c(O)nc(SCC(=O)NC(C)(C)C)n(-c2ccccc2)c1=O | 0% | 0% | -5 | 2% | -3% | -2% | 19% | -2% | -3% | -2% | -1%
O=C(NN1C(=O)C2C3C=CC(C3)[C@H]2C1=O)c1cccnc1 (some centres not stated) | 1% | -4% | 3 | 16% | 0% | -4% | -5% | -1% | 0% | -6% | 1%
COCCN(CC1CCCN(C2Cc3ccccc3C2)C1)C(=O)c1cccs1 (configuration not stated) | 9% | 24% | 29 | -21% | -5% | ? | 9% | 9% | ? | 19% | nt
C=C(C)C(=O)Nc1cccc(C2=NOC3(C2)C[C@H](C(N)=O)N(C(=O)C(c2ccccc2)c2ccccc2)C3)c1 (some centres not stated) | 7% | 14% | -10 | nt | -6% | -3% | 0% | 5% | -2% | -5% | -3%
CC(=O)Nc1ccc(Oc2ccc(S(=O)(=O)N3CCCC3)cn2)cc1 | nt | nt | -5 | nt | -3% | -3% | 2% | -1% | nt | 1% | nt
Cc1nnc(SCc2nnc(-c3ccccc3Br)o2)s1 | -1% | 20% | -6 | 1% | -1% | 6% | 53% | -18% | -5% | -1% | 5%
CC(C)N(C(=O)CSc1nn2c(=O)c(C(C)(C)C)nnc2s1)c1ccccc1 | -17% | 0% | 10 | -7% | -1% | -20% | -63% | -5% | 6% | 1% | -1%
O=C(NCc1ccc(-c2nc3ccccc3s2)cc1)c1ccc(Br)o1 | -1% | 26% | -11 | ? | 14% | ? | 89% | ? | 11µM* | 24% | -5%
O=C(/C=C/c1cccc([N+](=O)[O-])c1)OCC(=O)c1ccccc1 | 4% | 18% | -13 | 1% | 1% | 4% | -7% | 5% | ? | -9% | 2%
